High-throughput results deposited in PubChem BioAssay by several laboratories.
TRPN1 ag: zebrafish TRPN1 (NompC) channel agonism | HEK293 zebrafish TRPN1-YFP, Fluo-8 calcium fluorescence; 100% = response to 87 µM carbachol | activation, % at 3 µM | 220,000 tested, 0.18% active;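 active = activation above its plate's cutoff, the mean activation of test wells on that plate plus 3 SD, cut at about 19% in these data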;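 note: 0% = DMSO alone and 100% = 87 µM carbachol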
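Assay system: Zebrafish TRPN1-YFP in HEK293 cells | Incubation: Dye loading 1 h at 37 °C, then 30 min room temperature | Measured by: Kinetic Fluo-8 fluorescence, ex 470-495, em 515-575 nm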
thrombin 1536: thrombin (human) inhibition; inhibition, % at 5 µM; alpha-thrombin, Boc-VPR-AMC fluorogenic substrate cleavage; 220,000 tested, 0.26% active; P00734;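 active = inhibition at or above 40%; inactive = inhibition below 40%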;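 note: 0% = enzyme with no compound and 100% = wells without enzyme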
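signal = AMC fluorescence, 355/460 nm | material = human alpha-thrombin enzyme | control set = enzyme without compound as high, wells lacking enzyme as low | times = reaction at room temperature | read-out basis = percent inhibition scaled between no-compound controls and no-enzyme blanks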
TbHK1 inh: blocks Trypanosoma brucei hexokinase 1 activity; inhibition, % at 10 µM; recombinant TbHK1, G6PDH-coupled NADH A340; 220,000 tested, 0.11% active; AID 1430;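 active = inhibition of 50% or more in the single-dose primary screen; inactive = inhibition below 50%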
PPC-1+TRAIL kill: compounds killing PPC-1 cancer cells with TRAIL present (potentiator screen, no TRAIL-free arm); PPC-1 cells + TRAIL, ATPLite viability luminescence; 220,000 tested, 0.41% active; cell killing (% activity), % at 4 µM;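 active = cell killing above 50% in the first pass at 4 µM, then a duplicate retest at 5 µM averaging 50% or more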;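 note: plate controls were cells with TRAIL plus DMSO for no effect and medium-only wells lacking cells for full effect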
KCC2 mod: KCC2 (human) Cl- transport modulation; KCC2 cells, thallium flux FluoZin-2 fluorescence; B-score of Tl+ flux slope (higher = more flux/activation; lower = inhibition) at 10 µM; AID 1456; 190,000 tested, 2.2% active; Q9H2X9;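 active = thallium flux slope and its plate-corrected score both differing from the plate sample mean at a set confidence after two filtering rounds, in either direction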;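 note: slope of fluorescence scaled to starting intensity during 10 to 20 s after thallium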
Furin inh: human furin inhibition. P09958. purified furin, fluorogenic substrate cleavage. inhibition, % at 30 µM. 220,000 tested, 0.061% active; in the data active = inhibition above about 25%; note: inactives centre near -15
m-calpain inh: inhibitors of pig calpain II; AID 1236; inhibition, % at 16 µM; purified calpain II, fluorogenic peptide substrate, 30 min; 220,000 tested, 0.37% active;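 active = inhibition above about 50%, limit read from the data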
TRPML3 ag: activates the human TRPML3 channel | Q8TDD5 | HEK293 TRPML3-YFP, Fluo-8 calcium fluorescence; 100% = the carbachol control signal | activation, % at 3 µM | 220,000 tested, 0.29% active | AID 1448;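 active = activation above its plate's cutoff, the mean activation of the plate's test wells plus 3 SD, cut at about 12% in these data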;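 note: 0% = DMSO only wells and 100% = carbachol wells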
Target sequence (Q8TDD5 whole entry, looked up): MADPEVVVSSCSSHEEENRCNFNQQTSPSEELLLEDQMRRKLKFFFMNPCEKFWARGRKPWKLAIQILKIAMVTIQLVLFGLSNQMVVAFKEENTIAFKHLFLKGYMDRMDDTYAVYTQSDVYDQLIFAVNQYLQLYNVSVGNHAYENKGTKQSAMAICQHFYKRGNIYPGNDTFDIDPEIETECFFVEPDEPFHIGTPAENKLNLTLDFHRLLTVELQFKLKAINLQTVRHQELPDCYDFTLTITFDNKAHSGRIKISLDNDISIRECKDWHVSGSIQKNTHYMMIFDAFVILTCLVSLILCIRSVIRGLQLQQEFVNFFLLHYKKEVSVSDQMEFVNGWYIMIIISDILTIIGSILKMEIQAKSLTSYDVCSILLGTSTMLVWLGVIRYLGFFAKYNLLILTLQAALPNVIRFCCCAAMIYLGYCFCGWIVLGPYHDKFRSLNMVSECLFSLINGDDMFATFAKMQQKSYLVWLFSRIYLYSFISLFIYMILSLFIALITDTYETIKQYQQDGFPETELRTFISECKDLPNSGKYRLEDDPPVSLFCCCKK
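system = HEK293 cells stably carrying human TRPML3-YFP | doses = one concentration, 3 µM nominal, 0.3% DMSO | timing = dye loading 1 h 37 °C then 30 min ambient, 125 s read | detection = Fluo-8 calcium dye fluorescence, ex 470-495, em 515-575 nm | benchmarks = high control carbachol 87 µM, low control DMSO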
EBV gp42 inh: EBV gp42 inhibition | inhibition, % (tested at 21.74 µM) | 220,000 tested, 0.42% active | Fluorescence polarization binding assay, mP read-out | AID 1085; in the data active = inhibition above about 50%
Target sequence (Q1HVG2 whole entry, looked up): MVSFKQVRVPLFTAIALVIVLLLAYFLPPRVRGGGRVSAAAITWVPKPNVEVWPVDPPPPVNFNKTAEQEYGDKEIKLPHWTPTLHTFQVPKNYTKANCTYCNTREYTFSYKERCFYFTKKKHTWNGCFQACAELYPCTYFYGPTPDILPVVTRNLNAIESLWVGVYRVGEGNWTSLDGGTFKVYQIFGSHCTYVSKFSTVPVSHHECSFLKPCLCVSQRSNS
Starred values were filed as active, the others as inactive; i = inactive; x = no result given; [ ] = dose if it differs, or a comment.

Order of results: TRPN1 ag | TRPML3 ag | m-calpain inh | Furin inh | thrombin 1536 | PPC-1+TRAIL kill | EBV gp42 inh | TbHK1 inh | KCC2 mod
O=c1c2ccccc2nc2n1CCN2
  -0.2 | 0.6 | -82 | -21[20 µM] | -6 | 20 | -6 | -10 | -0.049
Cc1ccc(OC(=O)c2cccnc2)cc1
  -1.2 | 0.3 | -29 | -30 | -8 | -3 | -7 | 2 | 0.57
COc1ccccc1-n1cc(C(=O)NCC(=O)NCc2ccc(F)cc2)c2ccccc2c1=O
  -0.3 | 0.3 | -38 | -29 | -1 | 11 | 2 | -7 | x
NS(=O)(=O)c1cccc(NC(=O)COC(=O)CC2CC3CCC2C3)c1 (stereo not drawn)
  0.6 | 1.7 | -63 | -19 | -15 | 4 | -6 | 0 | 0.03
Cc1cc(C(=O)NNc2ccc(F)cc2)no1
  0.2 | -0.1 | -13 | -31 | 1 | 2 | -9 | 0 | 0.13
O=C(CNc1ccccc1C(=O)O)c1ccccc1
  -1.3 | -1.1 | -20 | -16 | -5 | 3 | -3 | -8 | -0.02
Cn1c(=O)c2c(n(Cc3ccccc3)c1=O)NC(=O)C2CC(=O)NCc1cccc(Cl)c1 (stereo not drawn)
  1.1 | 1.1 | -10 | -2[20 µM] | 7 | -4 | -19 | -1 | -1.1
O=C(c1noc2c1CCCC2)N1CCOCC1
  0.5 | 0.9 | 13 | -33 | -5 | 13 | -19 | 0 | -0.25
COc1ccc(OC)c(NC(=O)C2CCCCC2C(=O)O)c1 (stereo not drawn)
  -0.1 | 0.4 | 18 | -12 | 1 | 2 | -11 | 3 | x
CCN(C(=S)NC(=O)c1ccccc1Br)C1CCCCC1
  0.5 | 0.0 | 1 | -17 | -3 | 8 | -20 | 1 | 63*
CC(N)(C(=O)O)c1cccc(OCc2cccc(Cl)c2)c1 (stereo not drawn)
  0.2 | 0.8 | -12 | -23 | -3 | 7 | -3 | -8 | 0.052
O=C(CN1C(=O)NC2(CCCCC2)C1=O)NCc1cccs1
  1.1 | 0.6 | 16 | -17 | -10 | 9 | -8 | -6 | 1.2
CC(C)CNC(=O)c1c(N)n(/N=C/c2ccccn2)c2nc3ccccc3nc12
  1.6 | -0.1 | -39 | -11[20 µM] | 5 | 8 | 1 | -28 | 0.8
CC(=O)c1cc(CN2CCN(C(C)C)C(CCO)C2)cs1 (stereo not drawn)
  1.7 | 0.4 | -25 | -26 | -4 | 10 | -12 | -8 | x
Cn1nnnc1SCC(=O)NCc1ccc2c(c1)OCO2
  0.8 | 0.6 | -19 | -13 | -4 | 8 | 1 | -7 | 0.85
Cc1cc(C)nc(SCC(=O)N2CCCCC2)n1
  0.3 | 0.3 | -14 | -26 | 4 | 13 | -16 | 5 | -0.082
OCC1(Cc2ccccc2)CCCN(Cc2c[nH]c3ccccc23)C1 (stereo not drawn)
  0.8 | 1.2 | 28 | -14 | -9 | 17 | -7 | 9 | -0.31
COc1ccc(C2N(c3cc(Cl)ccc3OC)C(=O)C3CCCN32)c(OC)c1 (stereo not drawn)
  2.3 | 0.0 | -8 | -13 | -2 | 18 | 3 | -10 | 0.036
COc1c(F)c(F)c(C(=O)Nc2c(C)cc(Br)cc2C)c(F)c1F
  -0.5 | 1.1 | -8 | -18 | -5 | -1 | 1 | -13 | 0.0029
N#C/C(=C\c1cccc(Cl)c1)c1n[nH]c(Cn2cncn2)n1
  0.4 | 0.6 | -32 | -10[20 µM] | -5 | 2 | -4 | -17 | -1.7
CN1/C(=N\O)c2cccc3cccc1c23
  0.8 | 0.5 | i | -17 | -4 | 3 | 4 | -12 | x
COC(=O)c1scc2c(Oc3ccccc3)cc(C(F)(F)F)nc12
  2.3 | -0.1 | 3 | -11 | -4 | 1 | -16 | 2 | x
CCc1ccccc1N/C(=N\S(=O)(=O)c1ccccc1)C(F)(F)F
  -0.5 | 0.7 | 23 | -1 | -4 | 21 | -9 | 36 | 0.43
Cc1cc(C)c(-c2cc(C(=O)Nc3c(C)n(C)n(-c4ccccc4)c3=O)[nH]n2)c(O)c1
  2.0 | 0.4 | 15 | -50[20 µM] | 8 | -3 | 5 | 10 | x
CCCCNC(=O)CCSc1nc2nc(C)cc(C)n2n1
  -0.9 | 0.0 | -10 | -19 | -6 | 13 | -28 | -1 | 0.31
COc1ccc2o/c(=N/NC(=S)Nc3ccccc3)c(C(N)=O)cc2c1
  2.3 | 0.4 | 0 | -15 | 3 | -7 | -20 | 7 | 0.54
C/C(=N/NC(=O)c1ccc(C)s1)c1cccc(NC(=O)COc2ccc(Cl)cc2Cl)c1
  -1.5 | 0.8 | -33 | 1[20 µM] | -4 | 32 | -3 | -28 | 0.079
O=C(CSc1cccc[n+]1[O-])c1ccc(Cl)s1
  0.6 | 0.7 | -13 | -17 | -4 | 13 | -2 | -6 | -0.061
CCCC(=O)N1CCN(c2ccc(NC(=O)C(C)(C)C)cc2)CC1
  1.1 | 0.1 | -7 | -5[20 µM] | 2 | 7 | -23 | 0 | -0.0062
CC(NC(=O)C(=O)NN=C1CCCC1)c1ccccc1 (stereo not drawn)
  -1.5 | -0.1 | 18 | -13 | 1 | 5 | -10 | 4 | -1.4
CCn1ccnc1CN(C)Cc1cn(-c2cc(C)ccc2C)nc1-c1ccccc1
  -0.9 | -1.0 | 27 | -19 | -1 | 15 | -3 | 0 | x
CCOC(=O)c1cncc(NC(=O)c2ccccc2)c1
  0.8 | 0.7 | -16 | -15 | 1 | 13 | -14 | -1 | 0.11
CC(C)OP(=O)(c1ccc(N(C)C)cc1)C(O)c1cccnc1 (stereo not drawn)
  2.1 | 0.3 | 9 | -10 | -5 | 16 | -5 | -2 | -0.042
COC(=O)/C=C1\SC(=Nc2ccccc2)NC1=O
  1.7 | 0.5 | -5 | -2 | 4 | 10 | -14 | 11 | -1.4
CCN1C(=O)C2(C(C#N)=C(N)Oc3n[nH]c(-c4ccccc4)c32)c2ccccc21 (stereo not drawn)
  2.4 | 1.2 | 22 | -6[20 µM] | 1 | 33 | 11 | -28 | 1
COc1cccc(CN2CCCN(S(=O)(=O)c3ccc(Br)cc3)CC2)c1
  -0.3 | 0.1 | 9 | -23 | 2 | -9 | 4 | -2 | -0.43
COC(=O)c1c(NC(=O)Cc2cccs2)sc2c1CCCC2
  0.5 | 0.4 | 27 | -9 | 2 | 38 | 11 | -1 | 1.3
Cc1noc(C)c1S(=O)(=O)NCCCN1CCN(Cc2ccccc2)CC1
  -0.5 | 0.1 | -23 | -10[20 µM] | 0 | 23 | -7 | -1 | 0.49
CCOc1ccc(N2C(=O)Nc3ccccc3C2(O)C(=O)NCc2ccc(F)cc2)cc1 (stereo not drawn)
  0.7 | -0.2 | -5 | -27 | -2 | 11 | -13 | -3 | -1.2
COc1ccc(S(=O)(=O)NC(CC(=O)O)c2ccco2)cc1 (stereo not drawn)
  -0.2 | 1.3 | -2 | -9 | -6 | 26 | 5 | 4 | -0.066
COc1ccc(OCC(=O)Nc2ccccc2C(=O)NC(C)C)cc1
  1.0 | -0.8 | -14 | -30 | -4 | 26 | 1 | 2 | 0.11
O=C(CSc1nnnn1C1CCCC1)Nc1ccccc1F
  -0.6 | -0.3 | 7 | 1 | 0 | 6 | -10 | 2 | 0.4
O=S(=O)(Cc1cc(-c2ccc(Cl)cc2)no1)c1ccccc1
  -0.8 | -0.4 | -10 | -16[20 µM] | -1 | 27 | -1 | 6 | -0.56
O=C(CC1C(=O)NCCN1C(=S)Nc1ccccc1)Nc1ccc2c(c1)OCCO2 (stereo not drawn)
  1.0 | -0.2 | -28 | -10[20 µM] | -5 | 28 | -10 | 3 | x
COc1ccc(CNC(=S)Nc2cc(C)ccc2C)cc1
  -0.9 | 0.4 | -37 | 3[20 µM] | -8 | -1 | 4 | 2 | -1
Cc1ccc(NC(=O)NCC2CCN(Cc3cccc(Cl)c3)CC2)c(Cl)c1
  -0.1 | 0.7 | 38 | -11 | -4 | 18 | -3 | 6 | 0.25
CC(C)(C)c1nnc2sc(SCC(=O)c3ccc(Cl)cc3)nn2c1=O
  0.8 | 0.5 | 20 | -15[20 µM] | 3 | 8 | 3 | 3 | -0.34
COc1ccc(C2CC(=O)c3cc(OC)c(OC)cc32)cc1OC (stereo not drawn)
  -0.4 | 0.6 | 4 | -19 | 3 | 5 | -12 | -11 | 0.14
COC(=O)c1ccc(CSc2ncn[nH]2)o1
  1.7 | 0.8 | -27 | -37 | -18 | 13 | -18 | 3 | 1.2
O=C(NCc1ccco1)NC12CC3CC(CC(C3)C1)C2
  0.0 | 1.0 | -12 | -14[20 µM] | -9 | 10 | -13 | -7 | 1.4
COc1ccccc1N1C(=O)C2C(C(=O)c3ccccc3)=NN(c3ccccc3OC)C2C1=O (stereo not drawn)
  3.4 | -0.2 | -49 | -7 | -2 | 5 | 4 | -24 | 0.31
CCCc1nc2ccccc2c(=O)n1NC(=O)c1c(O)c2cccc3c2n(c1=O)CCC3
  2.4 | 0.8 | -66 | -15[20 µM] | -6 | 16 | 2 | -10 | -0.34
CN1CCN(S(=O)(=O)c2ccc(NC(=O)c3ccc(Br)o3)cc2)CC1
  1.7 | 0.0 | -2 | -5 | -1 | 4 | 2 | -4 | x
Fc1ccc(-n2nnc(-c3cccnc3Cl)n2)cc1
  -1.0 | -0.7 | 17 | -18 | 6 | 35 | -13 | 0 | -1.3
C#CCOc1c(Cl)cc(/C=N/O)cc1OC
  -2.1 | 0.1 | -6 | -9 | -6 | 12 | -6 | 0 | -0.59
CC(C)(C)OC(=O)C(C(=O)OC(C)(C)C)c1ccc(Cl)nn1
  0.4 | 0.2 | -12 | -24 | -7 | x | -16 | -3 | 0.47
COCC(=O)Nc1cccc2ccccc12
  2.0 | -0.4 | 5 | -12[20 µM] | -4 | 12 | -12 | -2 | x
O=C(CN1C(=O)c2cccc3cccc1c23)Nc1ccc(S(=O)(=O)Nc2nccs2)cc1
  0.5 | 1.2 | -83 | -6[20 µM] | 3 | 17 | 0 | -3 | -0.78
CCC(C)(C)C(=O)Nc1cc([N+](=O)[O-])ccc1Cl
  -0.6 | 0.2 | 3 | -21 | -4 | 10 | -3 | -13 | -0.074
